# Rin1-Abl PPI inh – human Rin1-Abl interaction inhibition | TR-FRET Rin1/Abl binding, biochemical | inhibition, % at 7.35 µM | P00519+Q13671 | 360,000 tested, 0.4% active; in the data active = inhibition above about 5%, passing the limit was not always enough
# SKN-1 block – C. elegans SKN-1 inhibition | C. elegans VP596 Pgst-4::GFP/RFP ratio, acrylamide-induced, 24 h | inhibition, % at 21.8 µM | 360,000 tested, 0.49% active;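 active = interference check ratio from 0.5 to 1.5 plus GFP to RFP signal ratio inhibition reaching or exceeding a fixed threshold, cut at about 30% in these data, passing the limit was not always enough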; also: some compounds called inactive have numbers as strong as hits
# eLon inh – inhibitors of E. coli Lon protease. inhibition, % at 7.94 µM. purified E. coli Lon protease, fluorescence polarization. AID 602123. 360,000 tested, 0.42% active. P0A9M0; in the data active = inhibition above about 13%, passing the limit was not always enough;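 also: 0% = enzyme with probe and DMSO and 100% = no enzyme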
# NRP1-CendR mod – NRP-1/CendR interaction modulation | O14786 | FAM-RPARPAR peptide binding to NRP-1, fluorescence polarization | inhibition, % at 25 µM | 360,000 tested, 0.85% active | AID 602438;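 active = inhibition or corrected inhibition above about 18%, plus a signal ratio from 0.5 to 1.5, limit read from the data, passing the limit was not always enough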; also: strong numbers were not always called active
# MT1-MMP act inh – blocks activation of human MT1-MMP | P50281 | HT1080 RFP-PRO-GFP cells, GFP/RFP ratio fluorescence, overnight; percent of plate control window, DMSO zero | GFP/RFP ratio change, % at 20 µM | 360,000 tested, 0.061% active;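 active = GFP/RFP ratio change of at least 30% with cell ATP level not reduced by more than half and red fluorescence within 50% of control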; also: strong numbers were not always called active
#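 Assay system: HT1080 cells carrying an RFP-PRO-GFP reporter | Dosing: Single dose of 20 µM compound, 1% DMSO final | Incubation: Cells overnight before dosing, compound overnight, 37 °C, 5% CO2 | Evaluation: GFP/RFP fluorescence ratio | Control set: DMSO and RFP-L50D-GFP cell wells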
# FAS TE block – FAS thioesterase (human) inhibition | recombinant FAS-TE, OMFH fluorogenic substrate, fluorescence endpoint | 360,000 tested, 0.67% active | P49327 | inhibition, % at 15 µM;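 active = compounds whose normalised, plate-corrected inhibition of enzyme fluorescence in the single-dose primary screen is 50% or more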;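 also: 0% = DMSO with enzyme and 100% = substrate without enzyme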
# bovine MsrA act – activates bovine MsrA enzyme | purified bovine MsrA, absorbance read-out | activation, % at 10.6 µM | AID 602163 | 360,000 tested, 0.3% active; in the data active = activation above about 7.5%;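 also: 0% = vehicle and 100% = reference activator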
# Neddylation inh – blocks human cullin neddylation. P61081+Q13564. TR-FRET cullin neddylation, biochemical. calls only at 25 µM. 360,000 tested, 0.58% active. AID 651699; in the data active = inhibition above about 36%
# MsrA inhibitor – inhibitors of bovine MsrA | purified bovine MsrA, absorbance read-out | inhibition, % at 15.5 µM | AID 651718 | 360,000 tested, 0.75% active; in the data active = inhibition above about 4.5%;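 also: 0% = vehicle wells with enzyme and 100% = reference inhibitor wells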
# Starred values were filed as active, the others as inactive; i = inactive; x = not tested or not shown.
1: Cn1c(C(=O)N2CCC(C(=O)N3CCN(Cc4ccc5c(c4)OCO5)CC3)CC2)cc2sccc21
2: CSc1ccccc1OCc1cc(C(=O)N2CCCC(C)C2)no1 (centres undefined)
3: CCCCN1C(C(=O)Nc2cc(C)on2)=C(O)c2ccccc2S1(=O)=O
4: O=C1NC2(CCCCC2)N=C1c1ccc(F)cc1
5: Cc1ccc(Oc2ncc(CN3CC(C)OC(C)C3)s2)cc1 (centres undefined)
6: CCOc1ccc(CCNC(=O)COC(=O)c2c(OC)cccc2OC)cc1OCC
Assay by compound	1	2	3	4	5	6
Rin1-Abl PPI inh	0	1	-1	-1	2	0
SKN-1 block	12	4	7	1	-13	9
eLon inh	5	-11	1	1	-8	-3
NRP1-CendR mod	-1	13	0	22	4	-1
MT1-MMP act inh	-1	1	2	4	-4	3
FAS TE block	0	9	-2	-3	-11	-4
bovine MsrA act	0	-4	-3	0	1	-4
Neddylation inh	i	i	i	i	i	i
MsrA inhibitor	-0.1	0.1	3.1	-0.4	0.8	-0.3

7: COc1ccc(CNC(=O)c2ccc(-n3cncn3)c3ccoc23)cc1OC
8: O=c1c2c3c(sc2n(CCN2CCOCC2)c(=O)n1Cc1ccco1)CCCCC3
9: CC(=O)c1ccc(NC(=O)Cn2c(=O)oc3ccccc32)cc1
10: CC(=O)c1cc(-c2ccccc2)n(CC(=O)Nc2cccc(C)c2)c1C
11: O=C(/C=C/c1cccs1)NC1CC1
12: COC(=O)C1=C(C)NC2=C(C(=O)CCC2)C1c1cccc(C)n1 (centres undefined)
Assay by compound	7	8	9	10	11	12
Rin1-Abl PPI inh	0	1	-2	-4	1	-7
SKN-1 block	-5	-32	2	-1	-27	16
eLon inh	-17	4	-2	1	-4	-1
NRP1-CendR mod	-19	12	5	-4	-10	5
MT1-MMP act inh	1	5	0	-3	1	2
FAS TE block	-3	7	-6	11	-4	-6
bovine MsrA act	-9	-12	-2	-2	-2	-2
Neddylation inh	i	i	i	i	i	x
MsrA inhibitor	-0.8	0.9	-0.3	0.4	1.4	1.5

13: Cc1nn(Cc2noc(C(=O)NCc3ccc(F)cc3)n2)c(C)c1Br
14: O=C(CSc1n[nH]c(=O)[nH]c1=O)Nc1ccc2c(c1)C(=O)c1ccccc1C2=O
15: COCCNC(=S)N1CCN(c2ccc(Cl)cc2)CC1
16: CN(C)CCNc1oc(COc2cccc(Cl)c2)nc1C#N
17: Cc1ccc(C(=O)N(C)CCOc2ccccc2)cc1S(=O)(=O)N1CCOCC1
18: O=C(NCc1ccccc1)C1CCCN(c2ncnc3c2nc2n3CCCCC2)C1 (centres undefined)
Assay by compound	13	14	15	16	17	18
Rin1-Abl PPI inh	2	-3	6	1	1	3
SKN-1 block	0	11	6	-15	0	-3
eLon inh	-3	14	-4	20*	7	0
NRP1-CendR mod	-10	-35	1	4	-7	1
MT1-MMP act inh	3	4	1	1	0	-1
FAS TE block	5	-1	-5	-1	-2	2
bovine MsrA act	-3	-1	-9	-2	-3	-11
Neddylation inh	i	i	i	i	i	i
MsrA inhibitor	-0.4	0.3	1.0	-0.2	-1.1	-0.6

19: CCN(C[C@H]1N[C@@](Cc2ccccc2)(C(=O)OC)[C@H]2C(=O)N(Cc3ccccc3)C(=O)[C@@H]12)C(=O)COc1ccccc1
20: CCn1c(NC(=O)c2ccco2)c(-c2ccccc2Cl)c(=O)c2ccccc21
21: Cc1ccccc1NC(=O)NCCCN1CCCC1
22: C[C@@H](O)CNC(=O)c1[nH]cnc1C(=O)Nc1ccc(CNC(=O)OC(C)(C)C)cc1
23: COc1cc(CN2CCCC(CO)(Cc3ccccc3F)C2)ccc1O (centres undefined)
24: O=C(O)c1ccc(-c2nc(-c3ccc(Cl)cc3Cl)cs2)cc1
Assay by compound	19	20	21	22	23	24
Rin1-Abl PPI inh	-6	-1	-3	2	0	3
SKN-1 block	3	-38	3	7	-8	10
eLon inh	2	3	0	-1	-8	-12
NRP1-CendR mod	-8	3	8	-9	2	3
MT1-MMP act inh	3	4	-1	3	-1	1
FAS TE block	17	-7	-10	-6	-3	12
bovine MsrA act	-2	-7	2	-2	-3	-10
Neddylation inh	i	i	i	i	i	i
MsrA inhibitor	0.8	1.8	-0.5	0.6	0.6	0.6

25: CCN(C(=O)CSc1nc2ccccc2o1)C1CCS(=O)(=O)C1 (centres undefined)
26: CC(C)c1ccccc1NCC(=O)N1CCN(Cc2ccccc2)CC1
27: Cc1oc(C(=O)O)cc1CSc1nnc(-c2ccccc2)n1C
28: CCc1nc2c(nnn2Cc2ccc(F)cc2)c(=O)[nH]1
29: COc1cc2[nH]c(=O)n(C3CCCCC3)c(=O)c2cc1OC
30: Cc1nn(-c2ccccc2)c(C)c1NC(=O)COC(=O)CCc1ccccc1
Assay by compound	25	26	27	28	29	30
Rin1-Abl PPI inh	0	5	-1	2	3	1
SKN-1 block	9	1	5	19	7	22
eLon inh	2	-4	3	9	7	0
NRP1-CendR mod	-7	-1	4	-4	8	2
MT1-MMP act inh	0	1	1	17	0	0
FAS TE block	-9	4	0	-5	-1	-1
bovine MsrA act	-4	-3	0	1	-1	-3
Neddylation inh	i	i	i	i	i	i
MsrA inhibitor	-0.3	1.1	-0.3	0.3	2.2	-0.8

# One compound at a time, as listed above. Order of screens: Rin1-Abl PPI inh, SKN-1 block, eLon inh, NRP1-CendR mod, MT1-MMP act inh, FAS TE block, bovine MsrA act, Neddylation inh, MsrA inhibitor
# CCc1nc2c(nnn2Cc2ccc(F)cc2)c(=O)[nH]1 in the list: 2, 19, 9, -4, 17, -5, 1, i, 0.3
# Cc1nn(-c2ccccc2)c(C)c1NC(=O)COC(=O)CCc1ccccc1 in the list: 1, 22, 0, 2, 0, -1, -3, i, -0.8
# Cc1oc(C(=O)O)cc1CSc1nnc(-c2ccccc2)n1C in the list: -1, 5, 3, 4, 1, 0, 0, i, -0.3
# COc1cc2[nH]c(=O)n(C3CCCCC3)c(=O)c2cc1OC in the list: 3, 7, 7, 8, 0, -1, -1, i, 2.2

# Two of the compounds above, with bars between the fields:
no. | smiles | Rin1-Abl PPI inh | SKN-1 block | eLon inh | NRP1-CendR mod | MT1-MMP act inh | FAS TE block | bovine MsrA act | Neddylation inh | MsrA inhibitor
29 | COc1cc2[nH]c(=O)n(C3CCCCC3)c(=O)c2cc1OC | 3 | 7 | 7 | 8 | 0 | -1 | -1 | i | 2.2
26 | CC(C)c1ccccc1NCC(=O)N1CCN(Cc2ccccc2)CC1 | 5 | 1 | -4 | -1 | 1 | 4 | -3 | i | 1.1

# The results go on.
# Values run as follows: Rin1-Abl PPI inh	SKN-1 block	eLon inh	NRP1-CendR mod	MT1-MMP act inh	FAS TE block	bovine MsrA act	Neddylation inh	MsrA inhibitor
(31) COc1ccccc1OCCNC(=O)c1ccc(C)o1
→ 1	-1	-11	1	0	-7	-1	i	0.4
(32) Cc1c(NC(=O)COC(=O)C2(c3ccc(F)cc3)CCCC2)c(=O)n(-c2ccccc2)n1C
→ 0	2	0	22*	4	-7	-4	i	-1.1
(33) CC(=O)c1cccc(N(C(=O)Cn2nnc3ccccc32)C(C(=O)NC2CCCCC2)c2cn(C)nc2C)c1 (centres undefined)
→ 2	0	-4	-5	-1	-4	-8	i	-0.4
(34) COc1cc(/C=N/Nc2ccc(F)cc2F)cc(OC)c1OC
→ -1	12	9	-9	-3	9	-5	i	0.0
(35) Cc1ccc(S(=O)(=O)N(C)CC(=O)NNC(=O)Cc2cccc(F)c2)cc1
→ 3	3	-1	13	-1	-7	-1	i	-0.5
(36) CSc1c(-c2ccccc2)nc2ccc(Cl)cc2c1C(=O)O
→ 2	-15	7	6	1	-6	-7	i	0.2
(37) COCCN1C(=O)c2ccccc2C1c1nnnn1C(C)C (centres undefined)
→ x	8	-11	-21	x	-6	-9	i	0.5
(38) CCOC(=O)c1cc(NC(=O)N(C)C2CCCCC2)c(C)nc1C
→ 0	-6	2	8	-2	3	-3	i	1.9
(39) COc1ccc(-c2nnc(-c3ccc4ccccc4c3)o2)cc1
→ 1	4	-1	-10	-2	23	-2	x	-0.2
(40) O=c1[nH][nH]c2c1C(C1CCCCC1)OC(C1CCCCC1)C2 (centres undefined)
→ x	1	6	8	9	-126	-4	i	0.7
(41) COc1ccc(CNC(=O)/C=C/[C@H]2O[C@@H](n3cnc4c(NC(=O)c5ccccc5)ncnc43)[C@H](O)[C@@H]2O)cc1
→ 5	6	-12	17	3	-9	-3	i	-0.7
(42) COC(=O)c1cccc(-c2ccc(/C=N/N3C(=O)C4C5C=CC(C6CC56)C4C3=O)o2)c1 (centres undefined)
→ 0	8	0	9	3	3	-6	i	1.0
(43) Cc1ccc(-c2csc(N/N=C/c3ccco3)n2)cc1
→ -1	60*	-2	-6	-9	16	-2	i	1.2
(44) O=c1c2ccccc2nnn1CSc1nc2ccccc2[nH]1
→ 0	11	13	-4	3	-6	-5	i	-0.5
(45) O=C(Cc1cccc2ccccc12)Nc1cccnc1
→ -2	-2	11	7	-2	1	-8	i	0.1
(46) COc1ccccc1NC(=O)c1csc2c1CCC(C)C2 (centres undefined)
→ -1	2	-4	13	0	15	-2	i	1.7
(47) O=C(NCc1ccc(F)cc1)C(=O)NCC1OCCCN1S(=O)(=O)c1cccs1 (centres undefined)
→ -3	-6	-2	-4	-1	-3	-6	i	-0.7
(48) O=C(CSc1nc2ncccc2[nH]1)NCc1ccccc1
→ 0	10	-11	6	-5	-5	-2	i	0.7
(49) CCC(=O)N1CCN(c2nnc(-c3ccccc3)c3ccccc23)CC1
→ 0	26	-1	1	-1	-5	-4	i	-0.1
(50) COc1ccc(CCn2c(=O)[nH]c3cc(C(=O)NCCCN4CCOCC4)ccc3c2=O)cc1OC
→ -4	-9	-12	-13	1	-6	-2	i	1.1
(51) CC(C)(C)OC(=O)NCCCCc1cn(CC(=O)N2CCN(C(=O)OC(C)(C)C)CC2)nn1
→ -1	-7	-5	-4	4	-5	0	i	0.0
(52) CC(C)NC(=O)Nc1n[nH]c(Nc2ccc(Cl)cc2)n1
→ 0	14	-4	2	-5	-2	-4	i	0.3
(53) CSC[C@H](NC(=O)Cc1c(C)c2cc3c(C)c(C)oc3cc2oc1=O)C(=O)N[C@@H](Cc1ccccc1)C(=O)O
→ 1	8	-4	-23	4	0	0	i	x
(54) O=C(CCS(=O)(=O)c1ccc(Cl)cc1)Nc1nnc(-c2cccs2)o1
→ -3	23	4	1	2	-5	4	i	-1.1
(55) CC(=O)Nc1ccc(S(=O)(=O)Nc2cc(S(=O)(=O)N3CCCCC3)ccc2O)cc1
→ 1	-9	-2	-8	9	-6	-3	i	-0.4
(56) CN(C)c1ccc(O)c2c1CC1CC3[C@@H](N(C)C)C(=O)C(C(N)=O)=C(O)[C@]3(O)C(=O)C1=C2O (some centres undefined)
→ 16*	2	-6	5	-9	0	-11	i	0.8
(57) Cc1ccc2[nH]c(-c3ccccc3)c(CN3CCN(C)CC3)c(=O)c2c1
→ -3	3	-7	-5	-4	-4	-10	i	0.4
(58) Cc1cccc(C)c1NC(=O)C1(C)CN(S(C)(=O)=O)CC(=O)N1CCc1ccccc1F (centres undefined)
→ x	-13	x	-24	5	x	x	i	0.1
(59) O=C(Cc1ccc(NC(=O)C2CCN(C(=O)C3CCCC3)CC2)cc1)Nc1ccc(C(=O)N2CCOCC2)cc1
→ 67*	-8	0	-7	2	-2	-2	i	0.0
(60) Cc1cc2c(c(=O)n1Cc1ccco1)C(c1ccccc1)C(C#N)=C(N)O2 (centres undefined)
→ 2	3	3	-15	2	15	-1	i	2.6
(61) CC(C)CC1NC(=O)N(CC(=O)Nc2ccc(OC(F)F)cc2)C1=O (centres undefined)
→ -1	-2	5	0	0	-4	-13	i	0.2
(62) Cc1cccc(Cn2c(C)nc3c(N)c(C)c(C)cc32)c1
→ 0	10	-6	6	1	4	-2	i	-0.2
(63) CC(=O)C12CCCCC1CC1[C@@H]3CC(C)C4=CC(=O)CC[C@]4(C)C3CC[C@@]12C (some centres undefined)
→ 3	6	1	6	-4	26	-9	i	-1.2

# Screening data from PubChem BioAssay.
